Compound activity deposited in PubChem by The Scripps Research Institute Molecular Screening Center.
UHRF1 binding – blocks human UHRF1 binding to methylated DNA; 370,000 tested, 0.75% active; Q96T88; UHRF1 binding to methylated oligo, TR-FRET; inhibition, % at 4.4 µM; AID 687016; in the data active = inhibition above about 21%;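 also: UHRF1 SRA domain binding a hemimethylated CpG hairpin DNA probe; 0% = median of test compound wells and 100% = reference inhibitor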
SIAE inh – human SIAE inhibition, primary screen | SIAE FP-Rh probe binding, fluorescence polarization | 370,000 tested, 0.69% active | Q9HAT2 | inhibition, % at 9.66 µM | AID 1053197;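 active = inhibition above a cutoff: mean of compounds within the control limits plus 3 SD of those, cut at about 17% in these data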;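 also: 0% = plate median of compound wells and 100% = probe without SIAE protein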
Target sequence (Q9HAT2 whole entry, looked up): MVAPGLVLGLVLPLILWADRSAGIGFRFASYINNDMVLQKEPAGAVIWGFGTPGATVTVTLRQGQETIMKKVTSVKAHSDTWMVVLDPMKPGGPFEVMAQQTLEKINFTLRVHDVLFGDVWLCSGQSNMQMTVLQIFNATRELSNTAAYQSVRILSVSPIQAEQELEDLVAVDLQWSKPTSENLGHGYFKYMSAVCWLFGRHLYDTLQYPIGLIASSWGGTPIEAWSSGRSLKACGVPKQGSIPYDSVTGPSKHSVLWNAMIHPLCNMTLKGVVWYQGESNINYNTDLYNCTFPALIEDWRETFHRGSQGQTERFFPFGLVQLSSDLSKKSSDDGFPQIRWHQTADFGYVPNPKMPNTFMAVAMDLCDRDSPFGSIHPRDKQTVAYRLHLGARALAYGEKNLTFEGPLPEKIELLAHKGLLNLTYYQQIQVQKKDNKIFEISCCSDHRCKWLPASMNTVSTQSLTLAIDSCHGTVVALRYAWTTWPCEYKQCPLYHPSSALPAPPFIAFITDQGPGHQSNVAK
PG9 binder – binds the HIV-1 gp120 antibody PG9; 360,000 tested, 0.43% active; inhibition, % at 6.7 µM; TR-FRET gp120-PG9 antibody binding; in the data active = inhibition above about 8.5%
TDP2 inh – TDP2 (human) inhibition, absorbance primary screen. O95551. recombinant TDP2, T5PNP hydrolysis, p-nitrophenol absorbance 415 nm. inhibition, % at 12.8 µM. 370,000 tested, 0.34% active. AID 720702;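 active = inhibition above the mean of all tested compounds plus 3 SD, set per campaign, cut at about 25% in these data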;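 also: 0% = DMSO with enzyme and 100% = buffer with substrate but no TDP2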
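Assay system: recombinant human TDP2 / Reagent: T5PNP substrate at 5 mM, a TopII-DNA adduct mimic / Measured by: epi absorbance from released p-nitrophenol / Evaluation: % inhibition relative to enzyme-containing and enzyme-free wells / Control set: enzyme-free and DMSO wells / Replicates: each compound tested once, singlicate / Schedule: enzyme reaction with compound for 2 h at 37 °C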
TCR-CD3 inh – blocks the human TCR-CD3 interaction; TAMRA-labeled TCR probe fluorescence, biochemical; inhibition, % at 9.4 µM; 360,000 tested, 0.37% active; in the data active = inhibition above about 19%;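 also: recombinant mutant TCR 2C K166C tagged with TAMRA read by polarization; 0% = receptor in buffer alone and 100% = receptor with positive control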
ABHD4 inh – inhibitors of mouse ABHD4; Q8VD66; purified mABHD4, FP-Rh probe fluorescence polarization; inhibition, % at 8.92 µM; 370,000 tested, 0.54% active; AID 720543;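 active = inhibition exceeding the mean over every tested compound plus 3 SD, cut at about 30% in these data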;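 also: 0% = plate median of compound wells and 100% = S159A mutant with DMSO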
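assay system = mABHD4 protein | compound dosing = single nominal dose of 8.92 µM, 0.89% DMSO final | read-out basis = percent inhibition of probe binding, normalized to plate controls | schedule = Enzyme–compound pre-incubation 45 min, then probe 60 min, both 25 °C | detection = fluorescence polarization, excitation 525 nm, emission 598 nm, BODIPY TMR filters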
PRMT1 inh – blocks human protein arginine methyltransferase 1 | recombinant PRMT1, activity-based probe fluorescence polarization | inhibition, % at 2.79 µM | AID 652257 | 370,000 tested, 1.3% active;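 active = inhibition above about 21% made by adding two undisclosed values, limit read from the data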
HTRA1 inhibitor – HTRA1 (human) protease inhibition; recombinant HTRA1, FP-rhodamine activity-based probe, fluorescence polarization; 340,000 tested, 0.5% active; inhibition, % at 5.96 µM; Q92743; in the data active = inhibition above about 36%;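 also: 0% = enzyme with DMSO and 100% = wells lacking enzyme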
Tn7 DDE FP – disrupts Tn7 cyclic peptide binding to fibrin D-Dimer-E complex; FP displacement of FITC-Tn7 peptide from fibrin DD(E); 0% = median of compound wells per plate; 370,000 tested, 0.13% active; P02675; inhibition, % at 8.3 µM; AID 720508;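 active = inhibition above the mean of compounds falling within the control limits plus 3 SD of them, cut at about 14% in these data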;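 also: 0% = plate median of compound wells and 100% = 10 µM Aha-Tn7 peptide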
Target sequence (P02675 whole entry, looked up): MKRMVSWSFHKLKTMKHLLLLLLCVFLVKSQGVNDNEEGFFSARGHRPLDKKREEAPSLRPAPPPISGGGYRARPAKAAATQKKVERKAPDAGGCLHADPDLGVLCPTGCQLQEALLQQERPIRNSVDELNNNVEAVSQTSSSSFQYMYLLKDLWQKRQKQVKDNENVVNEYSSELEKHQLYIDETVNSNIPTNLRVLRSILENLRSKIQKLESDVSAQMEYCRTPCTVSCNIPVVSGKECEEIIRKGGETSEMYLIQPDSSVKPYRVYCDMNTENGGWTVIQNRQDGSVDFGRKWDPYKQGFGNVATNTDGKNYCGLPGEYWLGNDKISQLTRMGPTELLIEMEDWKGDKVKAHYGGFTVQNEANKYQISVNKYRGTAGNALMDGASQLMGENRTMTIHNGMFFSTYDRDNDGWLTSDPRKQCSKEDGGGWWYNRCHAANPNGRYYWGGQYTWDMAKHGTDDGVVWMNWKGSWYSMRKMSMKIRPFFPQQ
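Assay system: Fibrin-DD(E) protein isolated from polymerized human fibrin clots; read-out basis: percent inhibition; medium: Tris/NaCl/CaCl2 buffer, pH 7.8; signal: FP measurement; incubation: 10 min plus 3 h, room temperature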
LEDGF integ inh – blocks HIV-1 LEDGF/p75-dependent DNA integration; TR-FRET IN-LEDGF/p75 DNA integration, Eu/Cy5; inhibition, % at 3.7 µM; 370,000 tested, 0.64% active;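 active = inhibition above the screen-wide mean plus 3 SD, cut at about 13% in these data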;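 also: signal is the Cy5 over europium emission ratio at 671 and 618 nm; 0% = plate median of compound wells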
* = called active by the depositor; . = not tested or not shown.

SMILES	UHRF1 binding	SIAE inh	PG9 binder	TDP2 inh	TCR-CD3 inh	ABHD4 inh	PRMT1 inh	HTRA1 inhibitor	Tn7 DDE FP	LEDGF integ inh
CN(C(=O)COc1ccc2c(-c3ccccc3)cc(=O)oc2c1)C1CCS(=O)(=O)C1 (centres undefined)	-1	2	5.4	12	8	-3	0	-2	0	1
CC1CCN(c2nc3ccc(C(=O)N4CCN(Cc5ccc6c(c5)OCO6)CC4)cc3s2)CC1	-1	-5	0.1	7	-1	0	-5	-18	-4	1
Nc1ccccc1SCC(=O)Nc1nc(-c2ccccc2)cs1	1	-1	0.5	4	-6	-3	2	-12	3	-5
CCCCOC(=O)c1ccc(NC(c2ccc(C)cc2)P(=O)(OC)OC)cc1 (centres undefined)	-2	-4	-2.5	-6	-2	2	1	-17	-5	5
CN(C)c1cccc(NC2=CC(=[N+]3CCOCC3)CC(C)(C)C2)c1	1	9	-1.9	8	5	5	3	15	1	0
CC(N)c1csc(Nc2nncc3ccccc23)n1 (centres undefined)	-19	-3	-1.9	8	0	-1	4	.	0	-2
Nc1c(C(=O)N/N=C/c2ccc(Cl)cc2)cnn1-c1ccccc1	1	-3	-0.6	1	1	-4	1	5	7	0
COc1ccc(-n2c(C)cc(C(=O)CSc3nn4c(=O)c(C(C)(C)C)nnc4s3)c2C)cc1	-2	0	-1.5	-1	0	-1	0	0	-3	6
CC1CC(C)CN(C(=O)CSc2nnc(-c3ccc(Cl)s3)o2)C1 (centres undefined)	2	13	-1.7	6	-4	-2	0	-7	-7	-1
NC(=O)CSc1nnc(-c2cccc(S(=O)(=O)N3CCCCC3)c2)o1	3	9	-1.5	-6	0	-7	-5	1	6	5
CCOc1cc(CNc2ncn[nH]2)ccc1OCC(=O)NC(C)(C)C	2	-3	2.9	-19	-2	6	-1	-4	-1	5
Cc1cc(C)c(S(=O)(=O)NCCCN2CCOCC2)cc1Br	2	1	-0.6	12	1	2	3	2	1	-5
O=C(NCc1ccccc1C(F)(F)F)C1CC(c2ccc(C(F)(F)F)cc2)=NO1 (centres undefined)	0	-3	1.3	-5	-6	-12	0	-11	3	-2
COc1cc(CC(=O)Nc2sc3c(c2C(N)=O)CCCC3)cc(OC)c1OC	-1	15	9.3*	20	-6	7	0	1	8	-1
CCOCC(=O)Nc1ccc(F)c(F)c1	-1	3	-2.7	-17	-1	-4	-1	2	1	-2
COc1cc(C)c(CNc2cc(C)cc(C)c2)cc1C	-2	7	0.6	-5	3	5	-2	3	-1	-1
CC(=O)Nc1ccc(NC(=O)CNC(=O)COc2ccccc2)cc1	2	-4	-0.5	-9	0	-3	-1	7	0	2
CCC(C)(C)n1nnnc1C(c1cc2cc(C)ccc2[nH]c1=O)N1CCCc2ccccc21 (centres undefined)	1	-1	2.1	-6	-11	17	30*	-10	6	-3
COC(=O)CN1CCN(C(=O)c2nocc2C)CC1	3	2	.	3	.	1	-5	.	7	-2
CCN(CC)C(=O)c1ccc(-c2nnc(Nc3cccc(O)c3)c3ccccc23)cc1	1	14	-1.2	4	6	-22	-5	-44	-4	2
CCNS(=O)(=O)c1ccc(NC(=O)c2ccccc2OCC)cc1	2	1	-1.6	0	-5	-13	5	-13	0	-2
Cn1c(=O)n(Cc2ccccc2F)c(=O)c2c1nc1n2CCCN1CCc1ccccc1	0	4	1.2	8	-4	3	-3	-1	0	3
COC(=O)c1ccccc1S(=O)c1snnc1C (centres undefined)	6	2	0.3	-13	-1	-7	-2	-3	-3	1
CCOC(=O)N1CCN(C(=O)CN(Cc2ccc(Cl)cc2)S(=O)(=O)c2ccc(C)cc2)CC1	2	1	-0.8	-3	-1	7	-1	1	-2	-5
COc1ccc(NC(=O)C2CCN(C(=O)c3cccs3)CC2)c(OC)c1	4	-3	-1.0	1	-5	-2	2	-2	11	-4
Cc1ccc(CC(=O)NCCN2CCOCC2)cc1	3	2	-1.8	0	-3	4	-3	-3	-3	2
CC(OC(=O)C1CCN(S(=O)(=O)c2ccc(Cl)cc2)CC1)C(=O)NC1CCCCC1C (centres undefined)	-1	19*	-1.1	-13	4	2	-4	-4	6	1
COc1cc(C(=O)Nc2ccccc2NC(=O)c2cc(OC)c(OC)c(OC)c2)cc(OC)c1OC	-4	2	0.5	-4	2	5	1	-8	-6	2
O=S(=O)(NC(=NC1CCCCC1)c1ccccc1F)c1ccccc1	2	-6	-1.7	-9	4	5	3	-14	-1	-1
CN1CCN(C(=O)C2=C[C@H](C3CC3)C[C@H](OCc3ccc(CO)cc3)O2)CC1	-3	1	0.3	8	4	2	1	3	-2	1
Cc1cccc(C)c1OCC(=O)NNC(=O)CCNC(=O)c1ccco1	-1	-3	-1.9	-8	0	-7	-7	6	-2	1
COc1cccc(NC(=O)C(Sc2nnc(Nc3ccccc3C)s2)c2ccccc2)c1 (centres undefined)	-2	-82	-1.9	-12	2	-68	-3	-97	-5	1
COc1cc2c(cc1OC)CN(C(=O)c1ccc(S(=O)(=O)N(C)c3ccccc3)cc1)CC2	-1	2	-0.4	-9	7	-5	-1	-8	0	0
COc1cc(Cl)c(C)cc1NC(=O)Cc1cccs1	-1	-3	-1.4	8	4	-7	-1	-7	-2	5
CCN(CC)S(=O)(=O)c1ccc2nc(NC(=O)c3ccco3)sc2c1	-2	-9	0.2	0	3	-7	2	-4	2	1
Cc1ccc(C(=O)OCC(=O)N(C)c2c(N)n(Cc3ccccc3)c(=O)[nH]c2=O)s1	-1	13	-1.7	-1	5	4	-1	1	-4	0
CC(=NOC(=O)C1CCCCC1)c1nccs1	4	2	-1.0	0	9	7	-3	.	-1	1
COc1ccccc1CNc1nc(NCc2cccc(OC)c2OC)c2sccc2n1	-1	6	-0.9	-9	6	14	0	.	1	11
O=C1CC(/C=C/c2ccccc2)=Nc2ccccc2N1	-3	-5	-0.4	-1	7	-4	0	-14	-1	0
O=C(Nc1nc2ccccc2s1)c1c(F)cccc1Cl	18	-2	0.8	-8	-7	-7	1	-2	5	-1

Whole records, looked up by structure. Screens in order: UHRF1 binding | SIAE inh | PG9 binder | TDP2 inh | TCR-CD3 inh | ABHD4 inh | PRMT1 inh | HTRA1 inhibitor | Tn7 DDE FP | LEDGF integ inh
Results for `COc1cc2c(cc1OC)CN(C(=O)c1ccc(S(=O)(=O)N(C)c3ccccc3)cc1)CC2` → -1 | 2 | -0.4 | -9 | 7 | -5 | -1 | -8 | 0 | 0
Results for `Cc1ccc(C(=O)OCC(=O)N(C)c2c(N)n(Cc3ccccc3)c(=O)[nH]c2=O)s1` → -1 | 13 | -1.7 | -1 | 5 | 4 | -1 | 1 | -4 | 0
Results for `COc1cc(Cl)c(C)cc1NC(=O)Cc1cccs1` → -1 | -3 | -1.4 | 8 | 4 | -7 | -1 | -7 | -2 | 5

Further entries
SMILES	UHRF1 binding	SIAE inh	PG9 binder	TDP2 inh	TCR-CD3 inh	ABHD4 inh	PRMT1 inh	HTRA1 inhibitor	Tn7 DDE FP	LEDGF integ inh
COc1ccc(C2(c3ccc(OC)cc3)NC(=O)N(Cn3nnc4ccccc4c3=O)C2=O)cc1	0	1	-2.5	1	5	1	0	-35	-4	5
CCCCN(C)CCNC(=S)Nc1ccc2nc(N3CCN(CC)CC3)cc(C)c2c1	2	5	0.8	11	-2	-3	0	-2	-4	0
COc1ccc(S(=O)(=O)N2CCCCCC2)cc1C(=O)N(C)Cc1c(F)cccc1Cl	0	6	-1.8	-8	-10	-6	-1	-2	3	4
Cc1ccc(S(=O)(=O)c2c[nH]c3ccc(Cl)cc3c2=O)cc1	0	4	1.1	1	2	1	-9	-1	0	4
COC(=O)c1ccc(CNCC(O)COc2ccc(-c3ccccc3)cc2)cc1 (centres undefined)	-1	-22	-0.5	10	3	9	-2	-1	-1	-2
Clc1ccccc1CSc1nncn1NC/C=C/c1ccccc1	1	7	-1.2	-13	7	-18	-6	-25	-5	7
Oc1ccc(C[C@H]2CNCCN2CCc2cccc(F)c2)cc1	4	8	1.3	-2	0	7	1	-1	-2	-4
COc1cccc(/C=C2/CN(C)CC3=C2OC(N)=C(C#N)C3c2cccc(OC)c2)c1 (centres undefined)	18	-3	0.3	-4	8	-6	-4	-7	-1	0
CCOc1ccccc1N(CC(=O)NCc1ccncc1)S(=O)(=O)c1ccccc1	-2	-4	-0.8	8	-4	-2	-1	1	7	1
CCOC(=O)[C@]12Cc3c(cc(OC)c(OC)c3OC)[C@H]1N(Cc1ccccc1)C(=O)c1cc(OC)ccc12	-1	-3	1.1	1	-4	-13	3	.	7	1
COC(=O)CSc1nc2sc(C)c(C)c2c(=O)n1C	-1	-3	-0.6	4	3	8	-2	5	2	-1
Cc1cccc(-c2nnc(SCC3CNC(=O)O3)n2-c2ccc(Cl)cc2)c1 (centres undefined)	2	2	0.5	5	-2	0	-3	5	4	-1
Cc1ccc2c(c1)C(c1ccc(F)cc1)N(C(=O)c1ccc(S(=O)(=O)N(C)C)cc1)CC(=O)N2 (centres undefined)	0	4	-0.3	-21	-12	-12	-4	-10	-1	9
CCCc1cc(=O)oc2c3c(cc(OCC(=O)NCCN4CCOCC4)c12)OC(C)(C)CC3	-1	10	1.3	4	6	19	-2	-8	-5	1
O=C(NCc1nc2ccccc2[nH]1)C1=C[C@@H](C2CC2)C[C@@H](OCc2ccc(CO)cc2)O1	-4	3	-1.1	6	3	-3	-2	-3	-3	0
CN(C)C(=O)c1ccc(NC(=O)COC(=O)/C=C/c2cccs2)cc1	-2	-4	-1.3	-11	4	3	-9	-6	2	6
O=C(Nc1cccc(-c2csc(Nc3ccccc3)n2)c1)c1cc([N+](=O)[O-])cc(C(F)(F)F)c1	0	32*	-1.6	2	6	-4	0	-7	-1	-3
O=C(Nc1ccc(F)cc1F)Nc1ccc(F)cc1F	-5	-2	0.5	8	6	-4	-5	-9	5	1
COc1ccc(Br)cc1C(=O)Nc1ccc(N2CCN(S(C)(=O)=O)CC2)cc1	-3	6	-1.8	4	3	5	-2	1	-8	-2
COCc1cc(OC)nc(-c2csc(C)n2)n1	-6	1	0.9	3	-2	-5	-5	2	0	5
CCn1c(=O)c(=O)[nH]c2cc(C(=O)N3CCN(c4ccccc4F)CC3)ccc21	-2	-60	0.0	3	-39	-48	-2	-41	3	2
Cc1ccc(S(=O)(=O)N(C)c2ccc(OCC(=O)O)cc2)cc1	-3	-1	-0.1	7	5	4	-1	4	-4	-1
CC(=O)c1ccccc1OCCn1nc(C(=O)O)c2ccccc2c1=O	3	1	0.1	-6	-6	-2	6	-4	-5	-3
CCN1C(=O)[C@H]2[C@@H](c3ccc(OC)cc3)N3C(=O)CN(CC4CC4)C(=O)[C@@]3(C)[C@H]2C1=O	5	4	2.3	-1	-4	-8	2	-1	7	1
CNC(=O)NC(=O)COC(=O)CCCSc1nc2ccccc2s1	-2	2	-1.1	-11	5	8	-4	1	-7	5
Cc1ccc(NC(=O)NNC(=O)C2CC(c3cccnc3)=NO2)cc1 (centres undefined)	0	2	-0.3	-4	3	5	-2	-4	-1	-2
